ELG1 genotoxic: genotoxicity induction in ELG1-luciferase HEK293T cells; HEK293T ELG1-luciferase reporter, luminescence, 16 h; Potency, µM (titrated, usually from 46 µM), for the others: top-dose activity change, positive = activation, hits mostly activators; 1.3% of 330,000 active; note: potency is the fitted concentration of half-maximal effect; % of control where 0% means no effect; nearly all actives have a fitted effect of over 60% in size
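Reporter readout depends on ELG1 protein level, which increases with genetic stress. After 16 hr compound exposure at 37 °C, luciferase activity was quantified using ONE-Glo.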
Tb PFK block: inhibitors of T. brucei phosphofructokinase; Potency, µM (highest dose often 57.5 µM), without a hit: at the top dose activity, negative = inhibition, most hits filed as inhibitors; O15648; T. brucei PFK, ADP-Glo luminescence; 0.17% of 330,000 active;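 note: potency is the fitted concentration of half-maximal effect; 0% = uninhibited 1x PFK enzyme wells and -100% = no-enzyme wells; nearly all actives have a fitted effect of over 60% in size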
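1.25 nM PFK with 0.5 mM F6P and 0.1 mM ATP in 0.1 M TEA pH 8.0, 5 mM MgCl2, incubated 45 min at room temperature; ADP measured by ADP-Glo luminescence; compounds titrated up to 57 uM.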
Gal4-VP16 FLuc: inhibits Gal4-VP16 luciferase reporter, ROR gamma counter-screen | Drosophila S2 Gal4-VP16 UAS-luciferase, luminescence, 20 h | Potency, µM (titrated, usually from 53.6 µM), for the others: at the highest dose activity, negative = inhibition, hits mostly inhibitors | 3.5% of 310,000 active | AID 2546;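 note: Gal4-VP16 expression switched on by copper sulfate through the metallothionein promoter; potency is the fitted concentration of half-maximal effect; % is set by controls: 0 for no effect and ±100 for the full control effect; nearly all actives have a fitted effect of over 50% in size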
Rab9 prom act: Rab9 promoter activation; Huh7 Rab9 promoter-luciferase reporter, luminescence, 24 h; 2.8% of 320,000 active; Potency, µM (series often up to 9.22 µM), for inactives: at the highest dose activation, negative = inhibition, actives largely listed as activators; note: potency is the fitted concentration of half-maximal effect; % of control where 0% means no effect; nearly all actives have a fitted effect of over 60% in size
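Huh7 reporter line, Rab9 promoter upstream of luciferase. Compound exposure 24 h at 37 °C in reduced-serum medium with 10% FBS. Read-out: luminescence.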
FLuc counter: counter-screen for miR-21 project: firefly luciferase inhibitors or activators | P08659 | purified FLuc, Km substrates, luminescence inhibition | Potency, µM (top dose mostly 57.5 µM), inactives show at the top dose activity change, negative = inhibition, hits mostly inhibitors | 6.9% of 360,000 active | AID 588342;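 note: potency is the fitted concentration of half-maximal effect; plate controls were vehicle for no effect and reference inhibitor for full effect; nearly all actives have a fitted effect of over 55% in size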
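Biochemical qHTS of compounds, final roughly 60 µM downward over six points, against 10 nM purified firefly luciferase using Km concentrations of substrates (10 uM D-luciferin, 10 uM ATP) in Tris acetate pH 7.5 buffer; luminescence output.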
p53 reactivation: mutant p53 re-activation in reporter cells. H1299 p53-A138V BP100-luciferase reporter, luminescence, 24 h. 0.063% of 320,000 active. Potency, µM (top dose mostly 92.2 µM), for the others: at the highest dose activity change, positive = activation, actives largely listed as activators; note: potency is the fitted concentration of half-maximal effect; % of control where 0% means no effect; nearly all actives have a fitted effect of over 45% in size
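p53-null H1299 cells stably carrying temperature-sensitive p53-A138V and a BP100-luciferase reporter were pinned with compounds (4-point, 1:5 series) and held 24 hrs at 37 deg C. Luminescence was read 10 min after detection reagent.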
RORg inh: ROR gamma (mouse) transcription inhibition; P51450; Drosophila S2 Gal4-RORgamma UAS-luciferase reporter, 20 h; Potency, µM (series often up to 53.6 µM), without a hit: at the top dose activity change, negative = inhibition, actives largely listed as inhibitors; 5.4% of 310,000 active; AID 2551; note: potency is the fitted concentration of half-maximal effect; % is set by controls: 0 for no effect and ±100 for the full control effect; nearly all actives have a fitted effect of over 60% in size
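ROR gamma transcriptional activity was tracked as Gal4-UAS luciferase output in stably transfected Drosophila Schneider cells, with compound added 1 hr before 700 uM copper sulfate induction and a 20 hr ambient-temperature incubation.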
BRCA1 expr up: activators of BRCA1 expression; MCF7-BRCA1-FFLuc reporter, luminescence, 48 h; response scale: scaled: vehicle 0%, 10 µM genistein 100%; 1.1% of 380,000 active; AID 624202; Potency, µM (titrated, usually from 46.1 µM), for inactives: top-dose activation, most hits filed as activators; note: potency is the fitted concentration of half-maximal effect; nearly all actives have a fitted effect of over 80% in size; some results filed as inactive show a strong effect at the top dose
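Compounds are tested at multiple concentrations on MCF7 BRCA1-luciferase reporter cells seeded at 2000 per well; after 48 h, a single luminescence end-point is taken and curves fitted to the normalized data.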
NPC1 prom act: NPC1 promoter activation; Huh7 NPC1 promoter luciferase reporter, 24 h; Potency, µM (titrated, usually from 9.22 µM), for the others: top-dose activation, hits mostly activators; 2.4% of 320,000 active;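 note: potency is the fitted concentration of half-maximal effect; % of control where 0% means no effect; nearly all actives have a fitted effect of over 60% in size; reporter is driven by a mutant NPC1 promoter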
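Luciferase expression driven by the NPC1 promoter was measured in stably transfected Huh7 cells after a 24 h compound incubation, using a luciferase reagent and a luminescence read.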
TRPV1 ag: activates the human vanilloid receptor TRPV1. AID 540275. 0.19% of 320,000 active. TRPV1-expressing cells, Fluo-8 calcium influx, agonist mode. Q8NER1. activation, % at 8.33 µM; in the data active = activation above about 80%; inconclusive = between about 30% and that limit; note: 0% is about no effect
Target sequence (Q8NER1 whole entry, looked up): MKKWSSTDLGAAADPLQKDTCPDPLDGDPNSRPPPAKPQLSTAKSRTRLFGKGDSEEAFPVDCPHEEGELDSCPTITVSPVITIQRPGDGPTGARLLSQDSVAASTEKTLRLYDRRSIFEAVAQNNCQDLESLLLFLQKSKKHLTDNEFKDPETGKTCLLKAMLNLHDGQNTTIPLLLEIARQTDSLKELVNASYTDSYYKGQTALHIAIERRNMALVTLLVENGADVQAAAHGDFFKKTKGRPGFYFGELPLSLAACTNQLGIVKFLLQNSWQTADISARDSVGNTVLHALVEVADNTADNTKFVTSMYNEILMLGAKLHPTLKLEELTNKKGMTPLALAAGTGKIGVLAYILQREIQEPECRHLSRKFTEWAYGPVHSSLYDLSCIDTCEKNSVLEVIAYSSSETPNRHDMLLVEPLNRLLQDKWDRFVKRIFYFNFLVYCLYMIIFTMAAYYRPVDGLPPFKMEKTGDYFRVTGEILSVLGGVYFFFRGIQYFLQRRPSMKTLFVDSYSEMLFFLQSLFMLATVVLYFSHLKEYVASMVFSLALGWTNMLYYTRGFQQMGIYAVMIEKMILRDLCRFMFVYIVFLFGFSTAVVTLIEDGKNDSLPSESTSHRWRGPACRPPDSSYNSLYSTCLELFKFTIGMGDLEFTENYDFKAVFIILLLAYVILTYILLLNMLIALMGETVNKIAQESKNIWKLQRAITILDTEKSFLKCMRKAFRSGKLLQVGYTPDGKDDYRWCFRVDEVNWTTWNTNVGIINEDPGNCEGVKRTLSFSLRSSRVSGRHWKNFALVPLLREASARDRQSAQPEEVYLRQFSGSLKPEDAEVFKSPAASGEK
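TRPV1-expressing cells were cultured overnight at 35.5C and loaded with Fluo-8 calcium dye for 40 to 90 min at room temperature. After a 10 s baseline, compound was added and calcium influx was read kinetically for 3 min (ex 480/em 520 nm).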
ELG1 repair inh: inhibitors of ELG1-dependent DNA repair in HEK293T cells; 2.3% of 330,000 active; AID 504467; Potency, µM (doses to about 46.1 µM), for inactives: at the top dose activity change, negative = inhibition, usual class: inhibitors; HEK293T ELG1-luciferase reporter, luminescence, 16 h; DNA damage induced by 5-fluorouridine; note: potency is the fitted concentration of half-maximal effect; % is set by controls: 0 for no effect and ±100 for the full control effect; nearly all actives have a fitted effect of over 55% in size
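DMSO vehicle served as the neutral condition. Each well held 2,000 cells given 5-fluorouridine plus compound; after 16 hr at 37 °C/5% CO2, ONE-Glo was added and luciferase measured 30 min later.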
* hit, by the source's call; ? = inconclusive; . = no result given; [ ] = another dose, or the depositor's remark. Unless noted, calls come from the whole dose curve; as a rule, active = well fitted curve in the direction sought with a large enough effect; inconclusive = small, poorly fitted or top-dose-only effect, or another doubt; inactive = no such curve, though single readings can be large; an effect the other way counts as inactive or inconclusive. The order is random. Share with any hit: about 15%.

SMILES	ELG1 genotoxic	Tb PFK block	Gal4-VP16 FLuc	Rab9 prom act	FLuc counter	p53 reactivation	RORg inh	BRCA1 expr up	NPC1 prom act	TRPV1 ag	ELG1 repair inh
CN(C)/C=N/c1nc2nccc(-c3cccnc3)n2n1	1%	-2%	1%	-5%	-1%	5%	-14%	-3%	1%	-1	9%
O=S(=O)(NCc1ccccn1)c1ccc(Br)s1	1%	1%	?	1%	0%	-4%	8.9µM*	4%	2%	14	-4%
O=C(COC(=O)CCc1ccc(S(=O)(=O)N2CCCCC2)cc1)Nc1ccc2c(c1)OCO2	0%	1%	-1%	-4%	-13%	-1%	11%	2%	1%	11	10%
CCOC(=O)COc1cccc2c(=O)n(CC(=O)N3CCc4ccccc43)ccc12	5%	-2%	0%	-9%	0%	10%	5%	1%	5%	1	15%
CCCCCCCCOC(=O)C1=C(C)Nc2nnnn2C1c1cccs1 (centres undefined)	-10%	-1%	?	-1%	-2%	-12%	-12%	-79%	-2%	3	?
N#Cc1ccc(C(=O)NC(=S)N2CCN(C=O)CC2)cc1	0%	-3%	.	.	.	-4%	.	-28%	.	.	12%
COc1ccc(-c2c(-c3ccccc3OC)oc3ccccc23)cn1	1%	0%	.	-2%	?	12%	.	0%	-4%	0	?
CCn1c(SCc2ccc(F)cc2)nc2ccccc2c1=O	-2%	1%	8%	-5%	-3%	-3%	25%	3%	-7%	28	-2%
N#Cc1ccc(OCC(=O)NC2CCCCCC2)cc1	1%	-12%	.	.	.	8%	.	-3%	.	.	?
CC1CCCC(C)N1C(=O)COC(=O)c1cc([N+](=O)[O-])ccc1N1CCOCC1 (centres undefined)	14%	8%	.	1%	6%	1%	.	-23%	1%	12	?
COc1ccc(C(=O)NCc2nc3ccccc3[nH]2)cc1OC	0%	-3%	7%	-2%	1%	-5%	-5%	1%	-4%	1	-23%
CC(SCC(=O)NC12CC3CC(CC(C3)C1)C2)C(=O)O (centres undefined)	-1%	-1%	-10%	-6%	-2%	2%	-8%	-8%	0%	-3	-3%

In another format: two of the compounds above
O=C(COC(=O)CCc1ccc(S(=O)(=O)N2CCCCC2)cc1)Nc1ccc2c(c1)OCO2
  ELG1 genotoxic: 0% | Tb PFK block: 1% | Gal4-VP16 FLuc: -1% | Rab9 prom act: -4% | FLuc counter: -13% | p53 reactivation: -1% | RORg inh: 11% | BRCA1 expr up: 2% | NPC1 prom act: 1% | TRPV1 ag: 11 | ELG1 repair inh: 10%

CCOC(=O)COc1cccc2c(=O)n(CC(=O)N3CCc4ccccc43)ccc12
  ELG1 genotoxic: 5% | Tb PFK block: -2% | Gal4-VP16 FLuc: 0% | Rab9 prom act: -9% | FLuc counter: 0% | p53 reactivation: 10% | RORg inh: 5% | BRCA1 expr up: 1% | NPC1 prom act: 5% | TRPV1 ag: 1 | ELG1 repair inh: 15%

More compounds.
SMILES	ELG1 genotoxic	Tb PFK block	Gal4-VP16 FLuc	Rab9 prom act	FLuc counter	p53 reactivation	RORg inh	BRCA1 expr up	NPC1 prom act	TRPV1 ag	ELG1 repair inh
Cc1cc(C)c2nc(N(CCCN(C)C)C(=O)c3ccc4c(c3)OCCO4)sc2c1	1%	-4%	.	-1%	2%	-3%	.	-70%	-2%	6	16%
O=C(CC1SC(N2CCCC2)=NC1=O)Nc1ccc(C(=O)N2CCN(c3cccc(Cl)c3)CC2)cc1 (centres undefined)	-7%	-10%	.	0%	0%	1%	.	-43%	-6%	-3	?
CCCCn1nnnc1NCc1ccc(OC)c(OC)c1	-7%	-14%	-11%	-1%	1%	-9%	18%	-21%	-1%	7	-2%
O=C(NCc1ccccn1)c1ccc(Cn2cc(Br)cn2)o1	-2%	-1%	2%	-3%	0%	-7%	-12%	-1%	2%	-2	2%
Cc1ccc(Cl)cc1N=C(N)N=C(N)N	-9%	-18%	-7%	-2%	-1%	-3%	41%	-18%	-8%	-2	-11%
CCC(C)NC(=S)Nc1ccccc1 (centres undefined)	-4%	2%	?	-6%	6%	4%	5.6µM*	-4%	1%	3	?
C=CCOC(=O)C1=C[C@H](c2cn(C(C)=O)c3ccccc23)C[C@H](OCCCCO)O1	0%	3%	-4%	2%	0%	-5%	-1%	5%	-1%	-3	4%
CCC(CC)C(=O)Nc1cc(C(=O)NCCc2ccccc2)ccc1Cl	2%	-4%	?	-7%	-14%	0%	14%	38%	-3%	-4	?
CCN(Cc1ccc2c(c1)OCCO2)S(=O)(=O)c1ccc(NC(C)=O)cc1	-1%	0%	.	-1%	-3%	-4%	.	-24%	-2%	27	-11%
COc1cc(=O)n2c(n1)SCCC2	-2%	2%	-3%	-7%	4%	-5%	3%	0%	1%	0	17%
Cc1ccc(/C=N/n2c(-c3ccncc3)n[nH]c2=S)cc1	-3%	-3%	13µM*	-4%	5%	4%	8.9µM*	17%	-5%	2	?
O=C(Nc1cccc2cccnc12)c1cccc(N2C(=O)CCC2=O)c1	3%	4%	2%	7%	13µM*	2%	23%	-15%	0%	7	?

Copied from the results shown, 4 compounds:
SMILES	ELG1 genotoxic	Tb PFK block	Gal4-VP16 FLuc	Rab9 prom act	FLuc counter	p53 reactivation	RORg inh	BRCA1 expr up	NPC1 prom act	TRPV1 ag	ELG1 repair inh
Cc1cc(C)c2nc(N(CCCN(C)C)C(=O)c3ccc4c(c3)OCCO4)sc2c1	1%	-4%	.	-1%	2%	-3%	.	-70%	-2%	6	16%
O=C(CC1SC(N2CCCC2)=NC1=O)Nc1ccc(C(=O)N2CCN(c3cccc(Cl)c3)CC2)cc1 (centres undefined)	-7%	-10%	.	0%	0%	1%	.	-43%	-6%	-3	?
CCCCn1nnnc1NCc1ccc(OC)c(OC)c1	-7%	-14%	-11%	-1%	1%	-9%	18%	-21%	-1%	7	-2%
O=C(NCc1ccccn1)c1ccc(Cn2cc(Br)cn2)o1	-2%	-1%	2%	-3%	0%	-7%	-12%	-1%	2%	-2	2%

Following part
SMILES	ELG1 genotoxic	Tb PFK block	Gal4-VP16 FLuc	Rab9 prom act	FLuc counter	p53 reactivation	RORg inh	BRCA1 expr up	NPC1 prom act	TRPV1 ag	ELG1 repair inh
COC(=O)C(NC(C)=O)(Nc1nc(C)cs1)C(F)(F)F (centres undefined)	-3%	2%	-2%	2%	-1%	-4%	-2%	-9%	-4%	-2	4%
O=C(O)Cn1cc2c(n1)CCCC2	-5%	-3%	2%	-3%	5%	8%	10%	-2%	2%	-3	10%
N/C(=N\OS(=O)(=O)c1ccccc1)c1ccncc1	0%	0%	-11%	-3%	-2%	-5%	3%	1%	-5%	-3	4%
CN(Cc1ccccc1)C(=O)CN1C(=O)COc2ccc(S(=O)(=O)N3CCCC3)cc21	-1%[9.26 µM]	-5%	2%	-6%	0%	3%	-12%	7%	-2%	1	0%
CN(CC(=O)Nc1cccc(F)c1)C(=O)c1cccnc1Sc1ccc(Cl)cc1	-6%	1%	.	-2%	1%	-9%	.	-13%	-2%	-1	?
CCOC(=O)C1CCN(C(=O)CN(Cc2ccc(Cl)cc2)S(C)(=O)=O)CC1	-4%	-3%	-5%	0%	5%	-4%	?	-21%	2%	-2	-3%
COc1ccccc1OCCC(=O)N1CCN(c2ccccc2OC)CC1	0%	-2%	5%	8%	5%	-1%	34%	3%	13%	-1	-7%
CC(C)(C)OC(=O)N1CCC(NC(=O)c2[nH]cnc2C(=O)Nc2cccc(Cl)c2)CC1	-5%	3%	.	-1%	1%	-14%	.	-45%	-3%	-1	18µM*
O=C(NCCCn1ccnc1)c1ccccc1NS(=O)(=O)c1ccc(F)c(F)c1	1%	5%	-15%	-9%	0%	7%	0%	-11%	-3%	-3	3%
O=C(Nc1nnc(C2CC2)s1)c1cc2c(s1)CCCCCC2	14%	0%	2%	9%	7%	11%	-33%	.	23%	0	?
Cc1ccc(Nc2c3c(nc4ncnn24)CC(C)CC3)cc1 (centres undefined)	-5%	-2%	?	-3%	7%[2.3 µM]	-8%	18µM*	-45%	-4%	0	-26%
COc1ccc(NC2CCCN(C(=O)CCC(=O)c3ccc(F)cc3)C2)cc1 (centres undefined)	2%	2%	?	?	?	26%	8%	29%	13%	?	13%
